TRHR enhancer: allosteric enhancers of human TRH receptor. TRHR cells, fluo-8 calcium fluorescence, EC20 TRH enhancement. enhancement, % at 2 µM. hit rate 0.66% among 360,000. P34981; in the data active = enhancement above about 30%; also: 0% is about no effect
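TRHR-expressing cells loaded with fluo-8 calcium dye were read kinetically (ex 480/em 530) during compound addition, then stimulated with an EC20 of TRH (10 nM final). Enhancement of the Gq-mediated intracellular calcium response was scored.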
D2 ag: D2 dopamine receptor (human) agonism | activation, % at 2 µM | P14416 | HEK293 T-REx D2 cells, calcium flux agonist mode | hit rate 0.53% among 340,000;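 active = activation over 3 SD above normal in the single-dose calcium agonist read, cut at about 30% in these data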; also: 0% is about no effect
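In this primary screen, compounds producing a positive calcium signal within 180 s of addition to tetracycline-induced, force-coupled HEK293 Trex D2 cells are flagged; cells are dye-loaded with a no-wash calcium kit beforehand.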
IDH1 R132H inh: inhibitors of human mutant IDH1 R132H. O75874. hit rate 0.093% among 390,000. IDH1-R132H enzyme, NADPH consumption, diaphorase/resazurin fluorescence. Potency, µM (titrated, usually from 76.6 µM), without a hit: at the top dose activity change, negative = inhibition, actives largely listed as inhibitors. AID 602179; also: potency is read from the fitted curve at half-maximal effect; % is scaled to controls: 0 for no effect and ±100 for the full control effect; nearly all actives have a fitted effect of over 65% in size
Target sequence (O75874 whole entry R132H, stated change not applied): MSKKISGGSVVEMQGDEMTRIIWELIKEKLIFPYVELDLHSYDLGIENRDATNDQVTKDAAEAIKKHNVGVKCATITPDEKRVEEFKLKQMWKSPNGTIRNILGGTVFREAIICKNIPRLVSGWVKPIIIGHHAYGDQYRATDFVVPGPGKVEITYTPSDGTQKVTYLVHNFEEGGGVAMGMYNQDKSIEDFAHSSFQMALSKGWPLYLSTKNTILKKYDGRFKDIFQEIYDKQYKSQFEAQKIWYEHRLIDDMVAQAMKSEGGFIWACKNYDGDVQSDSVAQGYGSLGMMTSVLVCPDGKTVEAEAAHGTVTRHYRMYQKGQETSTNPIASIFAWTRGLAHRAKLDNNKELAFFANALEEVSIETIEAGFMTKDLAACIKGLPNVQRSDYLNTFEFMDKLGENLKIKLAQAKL
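IDH1-R132H (0.5 ug/mL dispensed) in pH 7.5 Tris buffer was preincubated 30 min with compound, then given a substrate mix of 0.016 mM NADPH and 2 mM alpha-KG for 80 min at room temperature; remaining NADPH was read by diaphorase/resazurin fluorescence.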
D2 antagonist: antagonizes the human D2 dopamine receptor; P14416; HEK293 TREx D2 cells, calcium flux, dopamine EC80; inhibition, % at 10 µM; AID 485344; hit rate 2% among 340,000; in the data active = inhibition above about 30%; also: 0% is about no effect
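Dopamine at EC80 is the agonist stimulus; test compounds precede it by 180 s. Calcium flux read kinetically in a force-coupled, inducible HEK293 T-REx D2 cell line.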
USP1 inh: blocks the human USP1/UAF1 deubiquitinase complex; O94782; Potency, µM (highest dose often 57.1 µM), without a hit: at the top dose activity change, negative = inhibition, most hits filed as inhibitors; hit rate 0.23% among 390,000; recombinant USP1/UAF1, Ub-Rhodamine cleavage fluorescence; also: potency is read from the fitted curve at half-maximal effect; % is scaled to controls: 0 for no effect and ±100 for the full control effect; nearly all actives have a fitted effect of over 60% in size; inactives centre near -12
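In this screen, compounds sit with the deubiquitinase complex (1nM) for 15 min at room temperature before Ub-Rho is added at 150nM final. Fluorescence rise is then followed for 6 reads every 60 seconds.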
TrxR1 inh: rat TrxR1 inhibition. recombinant rTrxR1, NADPH fluorescence consumption, selenite substrate. AID 588453. O89049. Potency, µM (top dose mostly 114 µM), for inactives: at the highest dose activity change, negative = inhibition, usual class: inhibitors. hit rate 1% among 390,000; also: potency is read from the fitted curve at half-maximal effect; % is scaled to controls: 0 for no effect and ±100 for the full control effect; nearly all actives have a fitted effect of over 65% in size
Target sequence (O89049 whole entry, looked up): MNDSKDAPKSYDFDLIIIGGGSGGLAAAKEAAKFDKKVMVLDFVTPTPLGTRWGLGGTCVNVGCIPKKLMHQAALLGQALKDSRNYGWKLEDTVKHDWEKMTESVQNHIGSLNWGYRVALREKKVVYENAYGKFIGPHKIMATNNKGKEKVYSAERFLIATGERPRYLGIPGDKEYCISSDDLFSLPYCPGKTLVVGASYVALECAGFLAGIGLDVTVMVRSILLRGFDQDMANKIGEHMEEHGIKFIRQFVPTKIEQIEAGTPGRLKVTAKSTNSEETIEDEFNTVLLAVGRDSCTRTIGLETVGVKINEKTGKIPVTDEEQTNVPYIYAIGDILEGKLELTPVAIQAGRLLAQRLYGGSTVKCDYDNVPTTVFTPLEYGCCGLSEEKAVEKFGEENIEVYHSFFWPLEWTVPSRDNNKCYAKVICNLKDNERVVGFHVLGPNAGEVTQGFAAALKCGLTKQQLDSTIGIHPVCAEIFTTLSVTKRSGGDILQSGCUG
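Rat TrxR1 (90 nM in the dispensed reagent) was pre-reduced with 400 uM NADPH for 5 min at room temperature, then incubated with compound for 15 min. After 400 uM selenite was added, NADPH fluorescence (Ex 340/Em 450 nm) was followed for 8 min.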
TRHR ag: activates the human TRH receptor; P34981; activation, % at 2 µM; TRHR cells, calcium flux fluo-8, FDSS agonist mode; hit rate 0.18% among 360,000; in the data active = activation above about 30%; also: 0% is about no effect
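TRHR-expressing cells, plated overnight in medium with 10% serum, were loaded with fluo-8 calcium dye at room temperature. After a 10 s baseline, library compound was pin-added and calcium release was recorded kinetically (ex 480/em 530) as agonist response.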
TrxR1 substrate: is turned over as a substrate by rat TrxR1 | hit rate 0.01% among 390,000 | O89049 | Potency, µM (titrated, usually from 114 µM), for inactives: at the top dose activity change, negative = substrate turnover | purified TrxR1 substrate turnover, NADPH consumption readout | AID 588456; also: potency is read from the fitted curve at half-maximal effect; % is scaled to controls: 0 for no effect and ±100 for the full control effect; nearly all actives have a fitted effect of over 50% in size
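Rat TrxR1, dispensed at 90 nM, was prereduced with 400 uM NADPH (final) for 5 min at ~22 deg C, then incubated with compound 15 min before 400 uM selenite. A first-read NADPH fluorescence drop versus no-compound background flagged substrates.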
Pin1 inhibitor: human Pin1 inhibition; Potency, µM (top dose mostly 115 µM), for the others: top-dose activity, negative = inhibition, most hits filed as inhibitors; AID 504891; Pin1 FP peptide displacement, HiFluor488, 10 min; hit rate 0.009% among 390,000; active = well fitted inhibition curve with a large enough effect in the polarisation, with a control signal flat, not every such curve was filed as active; inconclusive = small, poorly fitted or top-dose-only effect, or effect the other way, or a change in a side signal; inactive = no such curve, though single readings can be large or run the other way; the % refers to the polarisation; also: potency is read from the fitted curve at half-maximal effect; % is scaled to controls: 0 for no effect and ±100 for the full control effect
Target sequence (Q13526 whole entry, looked up): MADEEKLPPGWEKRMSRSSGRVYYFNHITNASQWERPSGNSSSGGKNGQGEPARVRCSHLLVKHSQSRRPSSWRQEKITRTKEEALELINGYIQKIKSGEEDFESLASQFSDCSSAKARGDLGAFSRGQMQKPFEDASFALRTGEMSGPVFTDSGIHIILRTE
Numbers without * were called inactive; u = inconclusive; x = no result given; & = joins results of further samples; [ ] = remark or other dose. Unless noted, calls follow the shape of the dose curve; as a rule, active = well fitted inhibition curve with a large enough effect; inconclusive = small, poorly fitted or top-dose-only effect; inactive = no such curve, though single readings can be large or run the other way.

SMILES	TRHR enhancer	D2 ag	IDH1 R132H inh	D2 antagonist	USP1 inh	TrxR1 inh	TRHR ag	TrxR1 substrate	Pin1 inhibitor
CCn1c(C)c(C)c2cc(C(=O)NCCCN3CCCCC3C)ccc21 (stereo not drawn)	7&4	0.0	10%&28%	x	-10%&-28%	16%&20%[57.1 µM]	0.2&0.0	-9%&6%[57.1 µM]	21%&12%
CCOC(=O)c1sc(NC(=S)NC(=O)c2ccccc2)c(C(=O)OCC)c1C	9	0.6	1%	-6	-22%	7%	2.4	-1%	5%
COc1ccc(S(=O)(=O)Nc2ccc(-n3cnnn3)cc2)cc1Br	2	0.5	-10%	-1	-15%	-18%	0.2	u	-5%
CCCn1c2ccccc2c2cnn(CC(=O)NCCc3ccc(OCC)cc3)c(=O)c21	-12	-0.3	9%	x	-14%	10%	-0.6	6%	20%
Cc1nc(Nc2ccc(Cl)c(Cl)c2)sc1C(=O)Nc1ccccc1	3	-0.3	2%	11	-11%	-2%	0.4	-10%	u
O=C1c2ccccc2C(=O)N1CCCn1ccnc1	-2	0.1	-1%	-3	-13%	27%	0.0	8%	1%
Cc1c(Cl)cccc1NS(=O)(=O)c1ccc2[nH]cc(C(=O)NC3CCCC3)c(=O)c2c1	-4	-0.7	-24%	x	-25%	-26%	0.9	-15%	11%
COc1ccc(-n2cc(-c3ccc(OC)c(OC)c3)[nH]c2=S)cc1	6	0.0	-1%	0	-17%	u	-0.9	0%	-2%
COC(=O)c1ccccc1NC(=S)N1CCN(c2ccc(OC)cc2)CC1	0	0.0	3%	7	-3%	-8%	-0.2	-3%	-8%
Cc1nccnc1Sc1ccccc1	27	0.9	-5%	-2	-7%	-23%	0.8	-18%	-8%
COc1ccc(CCNC(=O)CCn2c(=O)oc3ccccc32)cc1	1	-0.4	-3%	3	-13%	16%[57.1 µM]	0.1	6%[57.1 µM]	0%
CC1CCN(Cc2c(C(=O)N/N=C/c3ccccc3O)nnn2-c2nonc2N)CC1	-1	3.0	-1%	4	-14%	11%	1.7	2%	-4%
Cc1cc2nc(CS)[nH]c2cc1C	4	-0.2	-4%	3	u	-27%[2.29 µM]	-0.8	-9%[2.29 µM]	18%
C#Cc1cccc(NC(=O)C2CCN(C(C)=O)CC2)c1	10	1.2	8%	-19	-24%	13%	-0.4	4%	-2%
CCC(C)OC(=O)/C(C#N)=C/c1ccc(-c2ccc(Br)cc2)o1 (stereo not drawn)	18	2.2	18%	x	u	-73%	5.2	-6%	u

Complete entries, quoted from the list. Order of values: TRHR enhancer | D2 ag | IDH1 R132H inh | D2 antagonist | USP1 inh | TrxR1 inh | TRHR ag | TrxR1 substrate | Pin1 inhibitor
C#Cc1cccc(NC(=O)C2CCN(C(C)=O)CC2)c1 reads 10 | 1.2 | 8% | -19 | -24% | 13% | -0.4 | 4% | -2%
Cc1c(Cl)cccc1NS(=O)(=O)c1ccc2[nH]cc(C(=O)NC3CCCC3)c(=O)c2c1 reads -4 | -0.7 | -24% | x | -25% | -26% | 0.9 | -15% | 11%
CCn1c(C)c(C)c2cc(C(=O)NCCCN3CCCCC3C)ccc21 (stereo not drawn) reads 7&4 | 0.0 | 10%&28% | x | -10%&-28% | 16%&20%[57.1 µM] | 0.2&0.0 | -9%&6%[57.1 µM] | 21%&12%

Following part.
SMILES	TRHR enhancer	D2 ag	IDH1 R132H inh	D2 antagonist	USP1 inh	TrxR1 inh	TRHR ag	TrxR1 substrate	Pin1 inhibitor
O=C(c1ccc(S(=O)(=O)Cc2ccccc2Cl)c([N+](=O)[O-])c1)N1CCOCC1	1	0.7	-7%	-10	-30%	14µM*	0.1	4%	0%
CSc1ccc(/C=C(/NC(=O)c2ccco2)C(=O)NCc2ccco2)cc1	0	-0.7	-1%	-7	-10%	-8%	-0.1	-6%	5%
CCOc1ccc(NCc2ccccc2OCc2cccc(F)c2)cc1	-8	0.5	8%	-3	u	u	-0.4	-12%	4%
CCOC(=O)c1ccc(N2CCN(c3cc(C)ccc3C)CC2)c(NC(=O)Nc2ccc(CC)cc2)c1	-1	-0.3	-6%	x	-21%	26%[57.1 µM]	0.3	9%[57.1 µM]	-4%
c1ccc(CCn2nnnc2CN2CCc3ccccc32)cc1	-11	0.3	11%	3	-9%	-22%	-1.5	5%	1%
Cc1cc(=O)oc2cc(OCC(=O)N3CCN(C(=O)c4ccco4)CC3)ccc12	1	1.3	-3%	1	-24%	4%	0.8	43%[activator]	-7%
Cc1ccc(-n2c(SCC(=O)Nc3cc(C)on3)nc3ccccc3c2=O)cc1	3	-0.7	1%	1	-4%	-6%[57.1 µM]	0.3	6%[57.1 µM]	-6%
Cc1cccc(C)c1-n1ncc(C(=O)N2CCN(c3ccccn3)CC2)c1C1CCN(C(=O)OC(C)(C)C)CC1	-21	0.2	13%	x	-5%	5%	-0.7	1%	-3%
CN(Cc1ccccc1)C(=C(Cl)Cl)/C(=C1/NCCN1C)[N+](=O)[O-]	1	0.1	0%	7	-18%	-17%	0.3	1%	-12%
COCCNC(=S)NC1CC2CCC(C1)N2Cc1ccccc1 (stereo not drawn)	-9	0.4	-2%	9	u	13%[57.1 µM]	1.6	8%[57.1 µM]	-6%
CCc1cc2c(SCC(=O)c3ccccc3)ncnc2s1	1	-1.0	1%	14	-3%	21%	-0.2	3%	0%
O=C(Nc1ccccc1)NC1(C(=O)N2CCN(c3ncccn3)CC2)CCCCC1	-3	0.0	5%	2	-3%	9%	0.8	0%	-4%
COc1ccc(C(=O)CSc2nc3[nH]ncc3c(=O)[nH]2)cc1	-3	0.6	1%	-4	-11%	6%[57.1 µM]	0.1	8%[57.1 µM]	-1%
COC(=O)c1ccc(OCC(=O)Nc2ccccc2C(=O)NC2CC2)cc1	-4	0.0	8%	-21	-9%	10%	0.0	11%	0%
O=C(NCc1ccc(F)cc1)C(=O)NCC(c1ccco1)S(=O)(=O)c1cccs1 (stereo not drawn)	-4	-0.6	19%	x	-11%	-11%[57.1 µM]	0.5	0%[57.1 µM]	-2%
CC(C)(C=O)Cc1cc(C(C)(C)C)c(O)c(C(C)(C)C)c1	0	0.8	0%	2	-13%	-7%[57.1 µM]	0.1	-2%[57.1 µM]	-1%
COc1ccc(CNC(=O)c2ccc3c(c2)N(Cc2ccccc2F)C(=O)c2ccccc2S3=O)cc1 (stereo not drawn)	-9	0.7	-11%	x	-26%	42%[activator]	0.3	6%	14%
CC(=O)C1=C(O)C(=O)N(c2ccc(O)cc2)C1c1ccccc1F (stereo not drawn)	6	0.1	-7%	10	-12%	8%	-0.2	-8%	-1%
Cc1ccc(-c2nnn(CC(=O)N3CCC(C)CC3)n2)o1	-6	-0.1	-1%	-20	-14%	-10%[57.1 µM]	0.2	11%[57.1 µM]	1%
CC(=O)Nc1c2c(nn1-c1cccc(Cl)c1)CS(=O)C2 (stereo not drawn)	4	x	13%	x	-24%	21%	-0.7	3%	-3%
Cc1ccc(N2CC3=C(C2=O)C(c2ccccc2)NC(=O)N3C)cc1 (stereo not drawn)	4	-0.6	6%	10	-20%	9%[57.1 µM]	0.3	18%	-2%
COc1ccc(OCCCN(C)Cc2ccccc2)cc1	-12	-0.3	1%	3	1%	-31%	0.1	-11%	0%
O=C(Nc1cc(S(=O)(=O)N2CCCCC2)ccc1O)c1ccccc1NS(=O)(=O)c1ccc(F)cc1	4	-0.1	-17%&-14%	-7	-3%&-24%	-5%&-7%	0.8	-4%&0%	u
CCOC(=O)c1cnc[nH]c1=O	x	x	-10%	x	-24%	0%	x	-7%[57.1 µM]	7%
O=c1c(O[C@@H]2O[C@H](CO)[C@@H](O)[C@H](O)[C@H]2O)c(-c2ccc(O)c(O)c2)oc2cc(O)cc(O)c12	0	0.5	x	-4	x	x	-0.1	x	x
CC(C(=O)Nc1ccccc1)N(c1cccc(Cl)c1)S(C)(=O)=O (stereo not drawn)	4	-1.3	0%	16	-19%	-11%	-1.1	-14%	5%
C#CCn1c(=NC(=O)CSC(C)=O)sc2cc(F)ccc21	1	0.5	13%	-8	-7%	2%[57.1 µM]	-0.7	-5%[57.1 µM]	12%
NC(=O)C1CCN(CC(=O)c2c[nH]c3ccc(F)cc23)CC1	-4	-1.4	2%	-6	-2%	u	-1.0	-7%	5%
N#C/C(=C/c1cn[nH]c1-c1cccc(Br)c1)C(=O)O	-1	-0.4	-1%	-12	-19%	-3%	-0.1	-6%	-6%
Cc1nnc(SCC(=O)NC2CC2)n1CC1CCCO1 (stereo not drawn)	10	0.5	-1%	2	-18%	27%	2.3	5%	-10%
O=C(Nc1ccc(F)cc1F)c1ccc2c(=O)n3c(nc2c1)CCC3	3	0.2	-3%	25	-8%	-4%	2.2	-12%	-1%
Cc1cccc(C)c1NC(=O)c1cc(S(=O)(=O)N2CCOCC2)cn1C	0	-0.6	2%	-3	-18%	14%[57.1 µM]	0.4	13%[57.1 µM]	-3%
S=c1[nH]nc(NCCc2ccccc2)s1	10	0.6	0%	-7	-22%	-33%	0.2	-2%	-9%
CC(=O)c1ccc(NC(=O)CCn2c(=O)oc3ccccc32)cc1	-2	0.6	-3%	3	5%	-2%	-0.1	-8%	11%
CN(C)S(=O)(=O)c1cccc(C(=O)Nc2ccc3c(c2)CCC3)c1	2	-0.1	4%	9	-23%	-7%[57.1 µM]	-0.4	3%[57.1 µM]	0%
c1cncc(-c2nn3cnnc3s2)c1	0	0.1	-5%	20	-1%	4%[57.1 µM]	0.1	-4%[57.1 µM]	-7%
O=[N+]([O-])c1ccc(Sc2cccc[n+]2[O-])c2nonc12	-11	13	8%	4	u	1.6µM*	14	-1%[57.1 µM]	u
CC(=O)Nc1ccc(/C=C(\C#N)C(=O)NCc2ccccc2)cc1	-1	-0.6	3%	-2	-9%	-27%	-0.1	-17%	-2%
O=C(COC(=O)c1cccc(S(=O)(=O)N2CCc3ccccc32)c1)Nc1ccc(Cl)cn1	-7	0.2	-1%	-6	-4%	11%	0.8	0%	3%
CCc1ccc(OCC(=O)NC(C)(C)C)cc1	6	-0.2	5%	-14	8%	-7%	0.2	-10%	4%
CC(=O)C1=C(C)OC(N)=C(C#N)C1c1cccc([N+](=O)[O-])c1 (stereo not drawn)	-1	0.6	12%	8	-8%	-11%[57.1 µM]	-0.8	-2%	-11%

Screening data from PubChem.

A portion of the library; the hit share may differ from the screen's.
